BLM inh: qHTS Assay for Inhibitors of Bloom's syndrome helicase (BLM) | RecQ-like DNA helicase BLM (Homo sapiens), P54132 | recombinant BLM DNA unwinding, fluorescence dequenching | Potency, µM (series often up to 56.1 µM), without a hit: at the highest dose activity change, negative = inhibition, hits mostly inhibitors | 350,000 tested, 0.2% active;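 also: plate controls were vehicle for no effect and no enzyme for full effect; nearly all actives have a fitted effect of over 35% in size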
APEX1 inh: qHTS Assay for Inhibitors of the Human Apurinic/apyrimidinic Endonuclease 1 (APE1) | Potency, µM (doses to about 65.8 µM), for the others: at the highest dose activity change, negative = inhibition, most hits filed as inhibitors | recombinant APE1, TAMRA/BHQ-2 abasic DNA cleavage fluorescence | 350,000 tested, 0.35% active | DNA repair nuclease/redox regulator APEX1 (Homo sapiens), P27695;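 also: plate controls were vehicle for no effect and reference inhibitor for full effect; nearly all actives have a fitted effect of over 55% in size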
Target sequence (P27695 whole entry, looked up): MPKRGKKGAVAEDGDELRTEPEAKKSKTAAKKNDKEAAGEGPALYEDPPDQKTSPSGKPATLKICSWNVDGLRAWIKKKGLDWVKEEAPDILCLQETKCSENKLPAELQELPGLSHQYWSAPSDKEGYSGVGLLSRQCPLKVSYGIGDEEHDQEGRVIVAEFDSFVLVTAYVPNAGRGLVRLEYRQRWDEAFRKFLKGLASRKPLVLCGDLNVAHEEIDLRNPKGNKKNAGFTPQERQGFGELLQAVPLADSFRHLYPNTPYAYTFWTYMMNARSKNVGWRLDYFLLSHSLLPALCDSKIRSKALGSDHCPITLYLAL
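Compound pre-exposure to 0.75 nM APE1, 15 min at ambient temperature. Reaction initiated with 50 nM TAMRA/BHQ-2 THF substrate, read immediately in kinetic mode, 525 nm excitation, 598 nm emission.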
POLK inh: qHTS for Inhibitors of Polymerase Kappa; 400,000 tested, 0.53% active; purified Pol kappa, fluorescent DNA synthesis assay, 10 min; DNA polymerase kappa (Homo sapiens), Q9UBT6; Potency, µM (highest dose often 107 µM), inactives show top-dose activity, negative = inhibition, hits mostly inhibitors; also: % is scaled to controls: 0 for no effect and ±100 for the full control effect
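First, compounds were pin-transferred onto 10 nM Pol kappa. After 15 min at room temperature, substrate was added to 50 nM final. Fluorescence was then measured kinetically at 0 and 10 min.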
POLH inh: qHTS for Inhibitors of Polymerase Eta; DNA polymerase eta (Homo sapiens), Q9Y253; recombinant Pol eta, fluorescent DNA replication assay; Potency, µM (doses to about 114 µM), for the others: top-dose activity change, negative = inhibition, actives largely listed as inhibitors; 390,000 tested, 1.2% active; also: % is scaled to controls: 0 for no effect and ±100 for the full control effect
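Fluorescent replication assay: 50 nM final substrate added after a 15 min room-temperature compound preincubation with 10 nM enzyme. Signal taken at 0 min and again at 10 min.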
Anesthetic bind: qHTS Assay for Identification of Novel General Anesthetics | Ferritin light chain (Equus caballus), P02791 | apoferritin/1-aminoanthracene competitive binding, fluorescence | Potency, µM (series often up to 77.5 µM), for the others: at the highest dose activity change, negative = displacement, actives largely listed as inhibitors | 350,000 tested, 0.074% active | AID 485281, 2010; also: % is scaled to controls: 0 for no effect and ±100 for the full control effect; nearly all actives have a fitted effect of over 20% in size
Target sequence (P02791 2-175 limits assumed): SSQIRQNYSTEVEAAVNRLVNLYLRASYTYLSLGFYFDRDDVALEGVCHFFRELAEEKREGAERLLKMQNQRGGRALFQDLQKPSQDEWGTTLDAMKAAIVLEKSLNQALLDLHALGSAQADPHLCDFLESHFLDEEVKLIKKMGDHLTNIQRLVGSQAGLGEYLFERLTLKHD
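Read-out: endpoint 1-AMA fluorescence, excitation 380 nm and emission 535 nm, after compounds sit 10 min at room temperature with 10 uM horse-spleen apoferritin in 50% saturated 1-AMA/PBS. Values come from four-parameter Hill fits.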
G9a block: qHTS Assay for Inhibitors of Histone Lysine Methyltransferase G9a | G9a H3K9 monomethylation, AlphaScreen, 2 h | Potency, µM (series often up to 102 µM), for the others: top-dose activity, negative = inhibition, actives largely listed as inhibitors | 350,000 tested, 8.8% active; also: % is scaled to controls: 0 for no effect and ±100 for the full control effect; nearly all actives have a fitted effect of over 75% in size
Target sequence (Q96KQ7 913-1193 limits assumed): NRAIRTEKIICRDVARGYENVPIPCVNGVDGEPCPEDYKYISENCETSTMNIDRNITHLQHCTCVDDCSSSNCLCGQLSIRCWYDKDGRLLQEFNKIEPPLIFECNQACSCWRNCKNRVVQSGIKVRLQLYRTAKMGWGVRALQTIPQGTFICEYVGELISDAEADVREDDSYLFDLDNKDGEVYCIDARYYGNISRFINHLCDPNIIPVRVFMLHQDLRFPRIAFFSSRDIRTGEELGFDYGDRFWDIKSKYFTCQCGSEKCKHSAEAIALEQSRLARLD
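AlphaScreen read-out: biotin-H3K9 peptide (500 nM) methylation by 20 nM enzyme with 20 uM SAM, 2 h at room temperature after 15 min compound preincubation; anti-monomethyl H3K9 antibody plus donor/acceptor beads, 10 min dark.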
POLI inh: qHTS for Inhibitors of Polymerase Iota. Potency, µM (titrated, usually from 115 µM), inactives show top-dose activity, negative = inhibition, actives largely listed as inhibitors. 390,000 tested, 1% active. Pol iota fluorescent replication assay, 10 min
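Fluorescent replication assay read twice, at 0 min and 10 min after adding 50 nM (final) substrate. Enzyme (10 nM) and compounds were first incubated 15 min at room temperature; enzyme-free buffer wells were negative controls.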
POLB inh: qHTS Assay for Inhibitors of DNA Polymerase Beta; P06746; Pol beta primer extension/strand displacement, fluorescence kinetic; Potency, µM (titrated, usually from 114 µM), without a hit: top-dose activity change, negative = inhibition, actives largely listed as inhibitors; 340,000 tested, 1.3% active; AID 485314, 2010; also: % is scaled to controls: 0 for no effect and ±100 for the full control effect
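Kinetic readout of DNA synthesis with strand displacement by Pol beta. Compound and 10 nM enzyme sit 15 min at room temperature; 50 nM substrate starts the reaction, read immediately and at 10 min.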
BAZ2B inh: qHTS Assay for Inhibitors of BAZ2B | AlphaScreen BAZ2B-H3K14Ac peptide displacement | Potency, µM (highest dose often 114 µM), for the others: at the highest dose activity change, negative = inhibition, hits mostly inhibitors | 360,000 tested, 4.4% active | AID 504333, 2011; also: % is scaled to controls: 0 for no effect and ±100 for the full control effect; nearly all actives have a fitted effect of over 60% in size
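AlphaScreen displacement of biotin-H3(5-23)K14Ac peptide (50 nM final) from BAZ2B (50 nM final) in PBS pH 7.4, 0.01% Tween-20; complex preformed 30 min RT, then compounds (top 110 uM) 30 min RT, beads 20 min dark.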
Numbers without * were called inactive; ? = inconclusive; . = no result given; & = joins results of further samples; [ ] = remark or other dose. Calls follow the shape of the dose curve; as a rule, active = well fitted curve in the direction sought with a large enough effect; inconclusive = small, poorly fitted or top-dose-only effect, or another doubt; inactive = no such curve, though single readings can be large; an effect the other way counts as inactive or inconclusive. Potency is read from the fitted curve at half-maximal effect. This is a subset (hit frequency here may not be typical).

No.	Molecule	BLM inh	APEX1 inh	POLK inh	POLH inh	Anesthetic bind
1	NC(=O)c1ccsc1NC(=O)c1ccc2c(c1)CCCC2	-5.2%	-4.5%	2.8%	-19.4%	1.2%
2	CCOC(=O)c1ccc(NC(=O)N(CC)CC)cc1	-3.9%	-1.6%	-5.0%	-6.5%	-2.0%
3	Cc1ccc(-n2c(SCC3CNC(=O)O3)nnc2-c2ccccc2)cc1C (centres undefined)	-2.9%	-0.5%	.	.	-4.1%
4	CC(=O)N1CCN(C(=O)CCc2cc(C(C)(C)C)c(O)c(C(C)(C)C)c2)CC1	-10.3%	7.2%	-7.4%	-3.3%	-2.3%
5	Cc1cc(NC(=O)CSc2nnc(NC(=O)C3CC(=O)N(c4ccccc4C)C3)s2)no1 (centres undefined)	-11.1%	2.2%	-15.5%	?	0.4%
6	CCCn1c(C(CO)Nc2nc(-c3cccc(Br)c3)cs2)nc2ccccc21 (centres undefined)	-16.4%	2.1%	-2.7%	-16.4%	-14.2%
7	Cc1ccc2oc(=O)c3cc(C(=O)NCCCN4CCCCCC4)sc3c2c1	58.9%[activator]	-29.0%	-33.4%	3.3%	-2.9%
8	CCn1c(C)c(P(c2ccccc2)c2ccccc2)[n+]2ccccc12	-2.7%	-3.0%	7.0%	-16.1%	-9.7%
9	COc1ccc(NC(=O)CN(C)C(=O)c2cc(-c3ccc(C)o3)nc3ccccc23)cc1	.	6.3%	-5.4%	-3.6%	.
10	CCNC(=O)COc1ccc(-c2ccccc2)cc1	-0.5%	2.5%	-4.4%	-13.9%	-12.4%

No.	G9a block	POLI inh	POLB inh	BAZ2B inh
1	8.8%	3.3%	-7.0%	-4.8%
2	14.3%[12.7 µM]	24.0%	?	2.9%
3	19.2%[59 µM]	.	-11.7%	-1.9%
4	.	22.4%	-17.4%	-13.5%
5	?	-26.4%	?	-1.6%
6	44.7µM*	20.2%	12.0%	?
7	?	79.4µM*	-2.7%	?
8	-26.9%	16.6%	0.6%	-26.9%
9	4.47µM*	34.2%[activator]	.	-4.4%
10	-19.5%[12.7 µM]	-17.2%	72.6%	7.6%

Entries by screen from the entries so far.
Compounds 3–9 in APEX1 inh, in turn: -0.5%, 7.2%, 2.2%, 2.1%, -29.0%, -3.0%, 6.3%
Compounds 3–9 in G9a block, in turn: 19.2%[59 µM], ., ?, 44.7µM*, ?, -26.9%, 4.47µM*
Compounds 3–9 in POLK inh, in turn: ., -7.4%, -15.5%, -2.7%, -33.4%, 7.0%, -5.4%

Next part.
No.	Molecule	BLM inh	APEX1 inh	POLK inh	POLH inh	Anesthetic bind
11	Cc1ccc(S(=O)(=O)NC(CC(=O)N2CCOCC2)c2ccco2)cc1 (centres undefined)	0.4%	-2.5%	-5.3%	-20.3%	5.6%
12	Cc1ccc(S(=O)(=O)N2CCN(CC(=O)N/N=C/c3cc([N+](=O)[O-])ccc3Cl)CC2)cc1	1.2%	0.5%	-6.4%	-10.3%	-4.6%
13	CCOC(=O)C1(CC2CC2)CCN(C(=O)c2cc(C)nc3ccc(CC)cc23)CC1	-3.8%	-3.1%	-5.7%	-11.7%	?
14	Cc1c(Cc2ccccc2)c(=O)oc2cc(OCC(=O)NCc3ccccn3)ccc12	0.0%	2.4%	-1.2%	0.8%	5.7%
15	Cc1nc(COC(=O)c2ccc(S(=O)(=O)N3CCCC3)cc2)cs1	-3.8%	-2.0%	-2.0%	-8.8%	?
16	O=C(Cn1cnc2ccccc2c1=O)Nc1nnc(C2CC2)s1	1.0%	1.8%	-11.9%	-8.8%	2.1%
17	COc1ccc(-n2ncc3c(N4CCN(Cc5ccccc5)CC4)ncnc32)cc1	-7.5%	-3.1%	-8.9%	-12.1%	-1.7%
18	Cc1cccc(C(=O)OC(C)C(=O)N2CCc3ccccc3C2)c1C (centres undefined)	.	20.1%	-15.1%	?	.
19	COc1ccc(CCNCc2ccc(OCc3ccccc3)cc2)cc1	-2.9%	-3.4%	-15.0%	-2.4%	?
20	N#Cc1c(-c2ccccc2)c(-c2ccccc2)n[nH]c1=O	-3.9%	6.3%	-11.0%[60.1 µM]	-7.2%	2.4%

No.	G9a block	POLI inh	POLB inh	BAZ2B inh
11	-33.0%[59 µM]	15.2%	0.4%	12.4%
12	3.6%	-0.3%	-3.2%[57.1 µM]	8.7%
13	?	5.5%	-26.5%	-20.6%
14	20.5%	-14.9%	11.4%	?
15	?	4.9%	12.2%	9.3%
16	-6.2%[59 µM]	9.5%	-12.9%	0.5%
17	-31.2%	31.1%[activator]	-1.9%	-26.6%
18	3.9%[12.7 µM]	18.0%	.	15.6%
19	10.1%	-13.3%	9.7%	1.9%
20	1.7%	-11.3%	22.0%	-11.4%

No.	Molecule	BLM inh	APEX1 inh	POLK inh	POLH inh	Anesthetic bind
21	COc1ccc(NC(=O)C2CCCN2S(=O)(=O)c2ccc3c(c2)CCC(=O)N3)cc1Cl (centres undefined)	3.0%	-0.9%	-1.4%	-6.4%	-10.6%
22	Cc1ccc(S(=O)(=O)N2CCN(C(=O)CCNC(=O)c3ccccc3Cl)CC2)cc1	.	-1.8%	-6.8%	-7.3%	.
23	CC(C)OC(=O)CSc1nnc(Cc2ccccc2)n1Cc1ccco1	-0.6%	0.7%	-8.4%	-17.9%	-5.1%
24	COc1ccccc1C(O)P(=O)(OCC(C)C)c1ccc(N(C)C)cc1 (centres undefined)	-5.3%	10.0%	6.6%	-3.7%	-5.7%
25	Cc1ccc(C23CC4CC(CC(C(=O)NCC(=O)O)(C4)C2)C3)cc1	-0.6%	-14.0%	-0.1%	-2.6%	-1.5%
26	COCCn1c(SCC(=O)Nc2ccccc2OC)nc2ccccc21	-2.7%	0.5%	-17.3%	-3.6%	-11.4%
27	O=C(OCC(=O)N1CCN(C(=O)c2ccco2)CC1)c1cc(S(=O)(=O)Nc2ccc(Cl)cc2)ccc1O	0.1%	-0.5%	-6.4%	-10.4%	?
28	CCOC(=O)c1oc2ccc(S(=O)(=O)n3nc(-c4ccc(C)cc4)cc3N)cc2c1C	-13.9%&0.8%	3.1%	4.1%&1.1%	-7.4%&-10.8%	-5.8%&-5.4%
29	CC(C)C(NC(=O)c1ccccc1)C(=O)OCC(=O)N1CCN(c2ccccc2)CC1 (centres undefined)	.	5.6%	-9.3%	-25.3%	.
30	COC(=O)c1ccccc1NC(=O)CSc1nnc(-c2cccnc2)n1C	3.9%	1.4%	1.0%	-2.7%	-8.1%

No.	G9a block	POLI inh	POLB inh	BAZ2B inh
21	17.2%[59 µM]	-0.6%	-3.4%	12.7%
22	-37.3%	14.7%	.	11.0%
23	8.91µM*	-2.3%[58.9 µM]	-4.0%	5.6%
24	-3.8%	-16.8%	4.8%	-13.9%
25	0.9%	?	51.0%	2.5%
26	13.8%	102.2%[activator]	21.8%	2.6%
27	?	116.2%[activator]	-12.9%	-27.0%
28	-4.1%	3.8%&-15.2%	10.9%&0.0%	-18.8%&-29.4%
29	-6.1%[12.7 µM]	19.7%	.	-6.3%
30	8.8%[59 µM]	8.0%	-24.5%	-5.3%

No.	Molecule	BLM inh	APEX1 inh	POLK inh	POLH inh	Anesthetic bind
31	CC1CCC(C(=O)c2c(O)c3ccccc3oc2=O)CC1 (centres undefined)	-4.1%	5.7%	5.5%	-6.2%	-12.4%
32	CCOC(=O)C1(Cc2ccccc2)CCCN(C2CCCC2)C1 (centres undefined)	-6.0%	3.4%	9.0%	-12.6%	-6.7%
33	CNC(=O)CSc1nc(SC)ns1	-5.8%	-1.7%	-2.9%	-10.6%	-3.4%
34	CCOc1ccc(NC(=O)N2CCC(NC(=O)C(Cc3cccc(F)c3)NC(C)=O)CC2)cc1 (centres undefined)	-18.1%	6.9%	-6.7%	-8.8%	4.1%
35	COc1c(C)c2c(c(O)c1C/C=C(\C)CCC(=O)O)C(=O)OC2	0.7%	1.1%	-7.8%	-7.2%	1.1%[29.3 µM]
36	CCOc1ccc(N(Cc2cc3cc(OC)ccc3[nH]c2=O)S(C)(=O)=O)cc1	-1.0%	-4.2%	-27.4%	-12.3%	-11.6%
37	Fc1ccc(N2CCN(c3ncnc4c3nc3n4CCCC3)CC2)cc1	0.2%	.	-4.7%	-13.3%	1.4%
38	Cc1ccc(OCCCC(=O)Nc2nccs2)cc1	-0.7%	-5.7%	-1.4%	-1.3%	-23.2%
39	O=C(O)C/C=C(\NC(=O)OCc1ccccc1)C(=O)OCc1ccccc1	-4.9%	-0.6%	-5.1%	-22.8%	?
40	CCOC(=O)N1CCC(=NNc2nc(C)cc(=O)[nH]2)CC1	-0.8%	-3.9%	-0.2%	-15.9%	2.1%
41	O=c1c2c(nc3cc(-c4ccccc4)[nH]n13)CCC2	1.6%	?	-4.8%	-0.9%	-4.0%
42	CCOC(=O)c1c(C)n(C)c2ccc(OC)c(NC(=O)CN3CCN(C(=O)c4ccco4)CC3)c12	2.5%	-4.1%	-0.7%	-13.8%	-15.9%

No.	G9a block	POLI inh	POLB inh	BAZ2B inh
31	50.1µM*	?	0.2%	9.3%
32	-3.0%	-14.9%	-0.3%	-3.5%
33	-46.1%	55.6%[activator]	-0.2%	-2.0%
34	2.2%	50.5%[activator]	-14.2%	-1.9%
35	?	-4.9%	.	.
36	44.6%[12.7 µM]	-1.7%	-0.2%	-5.8%
37	5.0%[59 µM]	23.1%	4.2%	-1.4%
38	-37.1%[59 µM]	1.1%	4.5%	-3.0%
39	50.1µM*	-1.9%	1.5%	.
40	39.8µM*	39.0%	-2.0%	-2.7%
41	5.7%[2.33 µM]	6.2%	32.5%	5.4%
42	31.6µM*	18.0%	15.1%	-11.5%

Screens (PubChem)
